Source: PubChem BioAssay
ROS inducer: raises reactive oxygen species in U2OS cancer cells; 46,000 tested, 2% active; ROS induction (% of piperlongumine), % at 10 µM; U2OS ROS induction, H2DCF-DA fluorescence; in the data active means ROS induction above about 79%, passing the limit was not always enough;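 further: 0% = DMSO vehicle median and 100% = reference compound median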
The depositor's hits bear a star. These rows are one share of the data; the hit share may differ from the screen's.

1: C[C@@H]1O[C@@H](OC2CCC3(C)C4CCC5(C)C(C6=CC(=O)OC6)CCC5(O)C4CC[C@H]3C2)[C@H](O)[C@H](O)[C@H]1O (stereo partly specified)
  ROS inducer: 8
2: CC(C)Sc1nnc(OC(=O)N(C)C)n1-c1cccc(C(F)(F)F)c1
  ROS inducer: -14
3: FC(F)(F)c1ccc2c(c1)N(CCCN1CCN(CCCl)CC1)c1ccccc1S2
  ROS inducer: -2
4: Cc1cc(C(F)F)n2nc(C(=O)Nc3ccc4c(C(F)(F)F)cc(=O)oc4c3)nc2n1
  ROS inducer: 19
5: COC(=O)[C@@]12C(=O)C(C)C(=O)[C@]1(C)C(C)=C[C@H]1[C@]3(C)CC[C@H](OC(C)=O)C(C)(C)[C@H]3CC[C@@]12C (stereo partly specified)
  ROS inducer: -2
6: CC1(C)C(C(=O)N2CCN(c3ccc(Cl)cc3)CC2)C1(C)C
  ROS inducer: -1
7: Cc1ccc(OC(=O)N(C)C[C@@H]2OCc3cnnn3CCCC(=O)N([C@H](C)CO)C[C@H]2C)cc1
  ROS inducer: 19
8: CCCS(=O)(=O)N1CCC(C(=O)N2CCC3(CC2)OCCO3)CC1
  ROS inducer: -9
9: O=C(CCCN1CCC(n2c(=O)[nH]c3ccccc32)CC1)c1ccc(F)cc1
  ROS inducer: 10
10: c1ccc2c(c1)OCC(C1=NCCN1)O2 (stereo unspecified)
  ROS inducer: -3
11: N#Cc1nn(-c2c(Cl)cc(C(F)(F)F)cc2Cl)c(N)c1S(=O)C(F)(F)F (stereo unspecified)
  ROS inducer: -12
12: O=C1c2ccccc2-c2cccc3cccc1c23
  ROS inducer: 9
13: Cc1ccc(OC(=O)N(C)C[C@H]2OCc3cnnn3CCCC(=O)N([C@H](C)CO)C[C@@H]2C)cc1
  ROS inducer: 5
14: CCOC(=O)C1=NN(c2ccc(C)cc2)C2c3cccc4cccc(c34)C12 (stereo unspecified)
  ROS inducer: 1
15: CCCCOC(=O)c1ccccc1C(=O)OCCCC
  ROS inducer: -8
16: CCCCc1ccc(C(=O)O)nc1
  ROS inducer: 1
17: CC12CC[C@H]3C(CCC4(O)CC(O)CCC34O)C1(O)CCC2C1=CC(=O)OC1 (stereo partly specified)
  ROS inducer: -5

An excerpt from above in order of SMILES length, lowest first:
9: O=C(CCCN1CCC(n2c(=O)[nH]c3ccccc32)CC1)c1ccc(F)cc1
  ROS inducer: 10
13: Cc1ccc(OC(=O)N(C)C[C@H]2OCc3cnnn3CCCC(=O)N([C@H](C)CO)C[C@@H]2C)cc1
  ROS inducer: 5
5: COC(=O)[C@@]12C(=O)C(C)C(=O)[C@]1(C)C(C)=C[C@H]1[C@]3(C)CC[C@H](OC(C)=O)C(C)(C)[C@H]3CC[C@@]12C (stereo partly specified)
  ROS inducer: -2

Filtered by structure, those above with fluorine.
2: CC(C)Sc1nnc(OC(=O)N(C)C)n1-c1cccc(C(F)(F)F)c1
  ROS inducer: -14
3: FC(F)(F)c1ccc2c(c1)N(CCCN1CCN(CCCl)CC1)c1ccccc1S2
  ROS inducer: -2
4: Cc1cc(C(F)F)n2nc(C(=O)Nc3ccc4c(C(F)(F)F)cc(=O)oc4c3)nc2n1
  ROS inducer: 19
9: O=C(CCCN1CCC(n2c(=O)[nH]c3ccccc32)CC1)c1ccc(F)cc1
  ROS inducer: 10
11: N#Cc1nn(-c2c(Cl)cc(C(F)(F)F)cc2Cl)c(N)c1S(=O)C(F)(F)F (stereo unspecified)
  ROS inducer: -12
